Shiga inhibitor – Shiga toxin inhibition. 9.2% of 290,000 active. Vero cells, Shiga toxin protein synthesis inhibition reporter. AID 2315. inhibition, % at 38.7 µM; in the data active = inhibition mostly above about 28%, no sharp cut-off; inactive = mostly below about 43%; note: 0% is about no effect
Giardia FBPA inh – Giardia lamblia aldolase inhibition; A8B2U2; purified Giardia FBPA; Potency, µM (doses to about 59.6 µM), inactives show at the top dose activity, negative = inhibition, hits mostly inhibitors; 0.71% of 290,000 active; AID 2451; note: potency is the fitted concentration of half-maximal effect; % is set by controls: 0 for no effect and ±100 for the full control effect; nearly all actives have a fitted effect of over 55% in size
Target sequence (A8B2U2 whole entry, looked up): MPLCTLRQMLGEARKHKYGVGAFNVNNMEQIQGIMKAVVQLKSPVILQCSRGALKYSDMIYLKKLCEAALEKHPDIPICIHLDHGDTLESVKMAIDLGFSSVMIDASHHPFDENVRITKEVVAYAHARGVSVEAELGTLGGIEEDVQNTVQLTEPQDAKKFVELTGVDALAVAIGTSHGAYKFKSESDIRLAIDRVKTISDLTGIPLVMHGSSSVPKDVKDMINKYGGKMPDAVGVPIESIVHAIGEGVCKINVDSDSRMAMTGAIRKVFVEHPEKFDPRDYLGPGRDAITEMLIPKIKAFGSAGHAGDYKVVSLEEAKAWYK
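40 nM FBPA preincubated 10 min at RT with compound (up to 57.5 uM final), then substrate plus GAPDH/TPI/NAD/arsenate coupling and diaphorase/resazurin added. Fluorescence read after 20 min at RT, 525/598 nm.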
AMA1 RON2 block – AMA1-RON2 (P. falciparum) interaction inhibition | AlphaScreen AMA1-biotinylated RON2 peptide binding | Potency, µM (top dose mostly 58.2 µM), for the others: at the highest dose activity change, negative = inhibition, actives largely listed as inhibitors | 0.2% of 360,000 active;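 note: potency is the fitted concentration of half-maximal effect; 0% = vehicle wells and -100% = peptide control; nearly all actives have a fitted effect of over 45% in size; some results filed as inactive show a strong effect at the top dose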
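AMA1 (3D7) with his tag at 25 nM final met compounds first, then biotinylated RON2 peptide at 25 nM; detection used donor plus acceptor beads, 10 µg/mL apiece, read by AlphaScreen after 30 min at room temperature.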
AmpC inh detg – inhibitors of E. coli AmpC beta-lactamase with detergent; AmpC hydrolysis of nitrocefin, absorbance 480 nm, 0.01% Triton; Potency, µM (highest dose often 114 µM), for inactives: at the top dose activity change, negative = inhibition, actives largely listed as inhibitors; AID 485294; 0.041% of 370,000 active; P00811;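 note: potency is the fitted concentration of half-maximal effect; 0% = no-compound wells and -100% = no-enzyme wells; nearly all actives have a fitted effect of over 25% in size; some results filed as inactive show a strong effect at the top dose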
Target sequence (P00811 whole entry, looked up): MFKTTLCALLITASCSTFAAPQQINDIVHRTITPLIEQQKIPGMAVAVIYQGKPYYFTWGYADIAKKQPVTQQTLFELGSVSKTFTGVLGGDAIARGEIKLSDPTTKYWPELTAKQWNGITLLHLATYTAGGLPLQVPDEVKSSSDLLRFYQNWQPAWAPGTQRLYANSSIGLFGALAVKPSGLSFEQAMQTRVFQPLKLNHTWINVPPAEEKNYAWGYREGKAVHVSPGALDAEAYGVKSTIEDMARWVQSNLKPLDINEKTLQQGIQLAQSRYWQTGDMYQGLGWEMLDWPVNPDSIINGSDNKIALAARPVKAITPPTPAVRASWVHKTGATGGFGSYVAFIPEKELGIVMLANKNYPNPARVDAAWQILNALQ
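20 mM phosphate pH 7.0 + 0.01% (detergent screen) or 0.0001% Triton X-100; 5.3 nM AmpC reagent; cpd preinc 15 min RT; nitrocefin (800 uM stock) to start; A480 q20 s × 4 min; Activity was normalised to no-enzyme and no-compound control wells.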
AmpC no deterg – AmpC beta-lactamase inhibition without detergent; P00811; AmpC nitrocefin hydrolysis, absorbance 480 nm, 0.0001% Triton; Potency, µM (highest dose often 57.1 µM), without a hit: at the highest dose activity change, negative = inhibition, actives largely listed as inhibitors; 0.52% of 330,000 active;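 note: potency is the fitted concentration of half-maximal effect; plate controls were no compound for no effect and no enzyme for full effect; nearly all actives have a fitted effect of over 20% in size; some results filed as inactive show a strong effect at the top dose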
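AmpC (5.3 nM in the dispensed reagent) in 20 mM phosphate pH 7.0 with 0.01% (detergent screen) or 0.0001% Triton X-100 was preincubated with compounds for 15 min at room temperature. Nitrocefin was then added from an 800 uM solution, and hydrolysis was followed at 480 nm.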
CHX counter – affects cycloheximide protein synthesis inhibition readout, counter-screen | max response, % | 12% of 300,000 active | cell reporter, cycloheximide protein synthesis inhibition counterscreen | AID 2314; in the data active = max response mostly above about 13%, no sharp cut-off; inactive = mostly below about 14%; note: read at 38.3 µM for the half of the compounds with a filed dose; 0% is about no effect
HCMV inh – blocks human cytomegalovirus replication; HFF cells, HCMV-luciferase reporter, 72 h; stronger effect = lower value; activity change, negative = inhibition, % at 57.5 µM; 4.5% of 410,000 active; in the data active = activity change below about -60%; inconclusive = no clear call, values can overlap the other calls; inactive = above about -39%; note: % is set by controls: 0 for no effect and ±100 for the full control effect
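Inhibition of viral replication was scored as loss of reporter luminescence in HFFs infected with HCMV-luciferase (MOI 1 PFU/cell) for 72 h; compounds tested at 2 doses, normalized to buffer and Salinomycin controls.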
An asterisk follows results filed as active; [ ] = remark or other dose. Unless noted, calls come from the whole dose curve; as a rule, active = well fitted curve in the direction sought with a large enough effect; inconclusive = small, poorly fitted or top-dose-only effect, or another doubt; inactive = no such curve, though single readings can be large; an effect the other way counts as inactive or inconclusive.

Start of the listing, in advance, 3 compounds:
What do the screens show for `Cc1ccc(OCCCCN2CCCC(C)C2)c([N+](=O)[O-])c1` (stereo not drawn)?
Shiga inhibitor: 32; Giardia FBPA inh: -28%; AMA1 RON2 block: 0%; AmpC inh detg: inconclusive; AmpC no deterg: -3%[2.29 µM]; CHX counter: -2; HCMV inh: -19

What do the screens show for `Cn1c(-c2ccc(F)cc2)cnc1SCC(=O)N1CCCCC1`?
Shiga inhibitor: 38; Giardia FBPA inh: 0%; AMA1 RON2 block: 0%; AmpC inh detg: -2%; AmpC no deterg: -1%; CHX counter: 33*; HCMV inh: 66

How did COC(=O)c1cc(Br)c(N)cc1OC do in these assays?
Shiga inhibitor: -11; Giardia FBPA inh: 2%; AMA1 RON2 block: 1%; AmpC inh detg: -2%; AmpC no deterg: -6%[2.29 µM]; CHX counter: -1; HCMV inh: -14

This part in full, from the first entry:
What do the screens show for `Cc1ccc(OCCCCN2CCCC(C)C2)c([N+](=O)[O-])c1` (stereo not drawn)?
Shiga inhibitor: 32; Giardia FBPA inh: -28%; AMA1 RON2 block: 0%; AmpC inh detg: inconclusive; AmpC no deterg: -3%[2.29 µM]; CHX counter: -2; HCMV inh: -19

What do the screens show for `Cn1c(-c2ccc(F)cc2)cnc1SCC(=O)N1CCCCC1`?
Shiga inhibitor: 38; Giardia FBPA inh: 0%; AMA1 RON2 block: 0%; AmpC inh detg: -2%; AmpC no deterg: -1%; CHX counter: 33*; HCMV inh: 66

How did COC(=O)c1cc(Br)c(N)cc1OC do in these assays?
Shiga inhibitor: -11; Giardia FBPA inh: 2%; AMA1 RON2 block: 1%; AmpC inh detg: -2%; AmpC no deterg: -6%[2.29 µM]; CHX counter: -1; HCMV inh: -14

What do the screens show for `COc1ccc(/C=N/Nc2cc(C)nc(NS(=O)(=O)c3ccc(C)cc3)n2)cc1`?
Shiga inhibitor: -15; Giardia FBPA inh: 6%; AMA1 RON2 block: -11%; AmpC inh detg: 0%; AmpC no deterg: -26%; CHX counter: -9; HCMV inh: -62*

What do the screens show for `O=C(NCC1CCCO1)c1ccc(COc2ccccc2Br)cc1` (stereo not drawn)?
Shiga inhibitor: active; Giardia FBPA inh: 1%; AMA1 RON2 block: -16%; AmpC inh detg: -2%; AmpC no deterg: 81%[activator]; CHX counter: 15; HCMV inh: inconclusive

What do the screens show for `CCOC(=O)CSC1=N/C(=C\c2cccnc2)C(=O)N1c1ccc(OC)cc1`?
Shiga inhibitor: -8; Giardia FBPA inh: 0%; AMA1 RON2 block: 11%; AmpC inh detg: -14%; AmpC no deterg: -15%; CHX counter: -2; HCMV inh: -19

What do the screens show for `CC(Sc1cnccn1)C(=O)O` (stereo not drawn)?
Shiga inhibitor: -8; Giardia FBPA inh: 2%; AMA1 RON2 block: -13%; AmpC inh detg: -6%; AmpC no deterg: -6%; CHX counter: -1; HCMV inh: 11

Results for CC(C)(C)NC(=O)NC(=O)CSc1nnc2ccccn12 ?
Shiga inhibitor: 2; Giardia FBPA inh: 1%; AMA1 RON2 block: 20%; AmpC inh detg: -2%; AmpC no deterg: 0%; CHX counter: -1; HCMV inh: 34

How did NC(=O)NC(=O)CC1S/C(=N/N=C2/NC(=O)CS2)NC1=O (stereo not drawn) do in these assays?
Shiga inhibitor: -11; Giardia FBPA inh: -14%; AMA1 RON2 block: 2%; AmpC inh detg: 6%; AmpC no deterg: -4%; CHX counter: -8; HCMV inh: inconclusive

How did Cc1cc(OCC(=O)N2CCOCC2)ccc1NC(=O)c1ccccc1C do in these assays?
Shiga inhibitor: 19; AMA1 RON2 block: 0%; AmpC inh detg: 5%; AmpC no deterg: 8%; CHX counter: 21*; HCMV inh: 56

Results for COc1ccc(S(=O)(=O)Cc2ccc(C(=O)NCCc3ccc(S(N)(=O)=O)cc3)o2)cc1 ?
Shiga inhibitor: -4; Giardia FBPA inh: -1%; AMA1 RON2 block: 12%; AmpC inh detg: -11%; AmpC no deterg: -27%; CHX counter: -2; HCMV inh: 16

What do the screens show for `Cc1cc(C)cc(NS(=O)(=O)c2ccc(-c3cnc(C4CC4)o3)cc2)c1`?
Shiga inhibitor: -2; AMA1 RON2 block: -12%; AmpC inh detg: inconclusive; AmpC no deterg: -8%; CHX counter: -6; HCMV inh: inconclusive

Results for CNS(=O)(=O)c1cccc(C(=O)OCC(=O)c2c(N)n(C)c(=O)n(C)c2=O)c1 ?
Shiga inhibitor: 6; Giardia FBPA inh: -5%; AMA1 RON2 block: -1%; AmpC inh detg: 4%; AmpC no deterg: 0%; CHX counter: -6; HCMV inh: -14

What do the screens show for `CC(=O)c1cccc(NC(=O)/C=C/c2ccc([N+](=O)[O-])s2)c1`?
Shiga inhibitor: 96*; Giardia FBPA inh: -3%; AMA1 RON2 block: 2%; AmpC inh detg: 1%; AmpC no deterg: -17%; CHX counter: 33*; HCMV inh: -96*

What do the screens show for `Cc1ccccc1CSCCNC(=O)c1ccc(N(C)S(=O)(=O)c2ccccc2)cc1`?
Shiga inhibitor: -13; Giardia FBPA inh: -5%; AMA1 RON2 block: 8%; AmpC inh detg: -2%; AmpC no deterg: -34%; CHX counter: 1; HCMV inh: -8

How did Cc1cc(OCC(=O)N(C)c2ccccc2)cc2c1C(=O)CC(C)(C)O2 do in these assays?
Shiga inhibitor: 20; Giardia FBPA inh: 5%; AMA1 RON2 block: -10%; AmpC inh detg: -9%; AmpC no deterg: 9%; CHX counter: 12; HCMV inh: 25

How did CC(=O)c1sc(NC(=O)CN2C(=O)C3CC=CCC3C2=O)nc1-c1ccccc1 (stereo not drawn) do in these assays?
AMA1 RON2 block: -18%; AmpC inh detg: inconclusive; AmpC no deterg: -6%; HCMV inh: -5

How did CCn1c(CNC(=O)c2ccccc2F)nnc1SCCOc1ccccc1 do in these assays?
Shiga inhibitor: 13; Giardia FBPA inh: 5%; AMA1 RON2 block: 0%; AmpC inh detg: inconclusive; AmpC no deterg: 44%; CHX counter: -1; HCMV inh: 0

What do the screens show for `Cc1ccc(S(=O)(=O)CCC(=O)OCC(=O)c2c(N)n(CC(C)C)c(=O)n(C)c2=O)cc1`?
Shiga inhibitor: -9; AMA1 RON2 block: 0%; AmpC inh detg: -3%; AmpC no deterg: 61%[activator]; CHX counter: -4; HCMV inh: 16

Results for Cc1cc2ncn(C(=O)N3CCC(C)CC3)c2cc1C ?
Shiga inhibitor: 67*; Giardia FBPA inh: -7%; AMA1 RON2 block: 1%; AmpC inh detg: -14%; AmpC no deterg: 3%; CHX counter: 28*; HCMV inh: -1

What do the screens show for `Cc1cccc(N2CCN(C(=O)C3CCN(S(=O)(=O)N4CCOCC4)CC3)CC2)c1C`?
Shiga inhibitor: -4; Giardia FBPA inh: 2%; AMA1 RON2 block: 7%; AmpC inh detg: -8%; AmpC no deterg: 160%[activator]; CHX counter: -8; HCMV inh: -15

What do the screens show for `O=C(Cc1ccccc1F)NCC1(N2CCOCC2)CCCCC1`?
Shiga inhibitor: -2; Giardia FBPA inh: 2%; AMA1 RON2 block: -4%; AmpC inh detg: 1%; AmpC no deterg: -4%; CHX counter: -1; HCMV inh: 0

What do the screens show for `CC1=CC(C)(C)N2C(=O)C3(NCCc4c3[nH]c3ccccc43)c3cc(C)cc1c32` (stereo not drawn)?
Shiga inhibitor: -4; Giardia FBPA inh: -9%; AMA1 RON2 block: -13%; AmpC inh detg: -5%; AmpC no deterg: 8%; CHX counter: 0; HCMV inh: inconclusive

What do the screens show for `Cn1cc(C(=O)N/N=C/C(Br)=C/c2ccccc2)ccc1=O`?
Shiga inhibitor: 15; Giardia FBPA inh: -7%; AMA1 RON2 block: 13%; AmpC inh detg: -6%; AmpC no deterg: -18%; CHX counter: 2; HCMV inh: 45

Results for N#Cc1cc(Sc2ccccn2)c(Sc2ccccn2)cc1C#N ?
Shiga inhibitor: -10; Giardia FBPA inh: -5%; AMA1 RON2 block: 17%; AmpC inh detg: inconclusive; AmpC no deterg: -23%; CHX counter: -3; HCMV inh: 19

How did COc1cc(C2Nc3ccc4ccccc4c3C3=C2C(=O)CC(C)(C)C3)ccc1OC(C)C(=O)O (stereo not drawn) do in these assays?
Shiga inhibitor: 29; Giardia FBPA inh: -10%; AMA1 RON2 block: -4%; AmpC inh detg: 2%; AmpC no deterg: -10%; CHX counter: 13; HCMV inh: 31

How did Cc1ccccc1NC1=NC(=S)N(c2ccccc2)C12CCOC(C)(C)C2 (stereo not drawn) do in these assays?
Shiga inhibitor: 27; AMA1 RON2 block: 10%; AmpC inh detg: -3%; AmpC no deterg: -7%; CHX counter: -2; HCMV inh: 1

What do the screens show for `Cc1cccc(NC(=S)N(Cc2cccs2)Cc2cc3cc(C)cc(C)c3[nH]c2=O)c1`?
Shiga inhibitor: 8; Giardia FBPA inh: 9%; AMA1 RON2 block: 0%; AmpC inh detg: -7%; AmpC no deterg: -18%; CHX counter: 4; HCMV inh: 56

How did Cc1ccnc(NC(=S)NC(=O)/C=C/c2ccccc2)c1 do in these assays?
Shiga inhibitor: 61*; Giardia FBPA inh: -5%; AMA1 RON2 block: 9%; AmpC inh detg: -11%; AmpC no deterg: -28%; CHX counter: 32*; HCMV inh: 22

How did CCOC(=O)c1c(NC(NC(C)=O)C(Cl)(Cl)Cl)sc(C(C)=O)c1C (stereo not drawn) do in these assays?
Shiga inhibitor: -20; Giardia FBPA inh: -5%; AMA1 RON2 block: 11%; AmpC inh detg: inconclusive; AmpC no deterg: 111%[activator]; CHX counter: 7; HCMV inh: -5

Results for Cc1ccccc1/C=N\NC(=O)c1ccccc1-n1cccc1 ?
Shiga inhibitor: 29; Giardia FBPA inh: -6%; AMA1 RON2 block: -1%; AmpC inh detg: -8%; AmpC no deterg: -37%; CHX counter: 10; HCMV inh: 25

Results for CC(C)(C)c1ccc(C(=O)N2CCC3(CC2)NCCc2[nH]cnc23)cc1 ?
Shiga inhibitor: -10; AMA1 RON2 block: 7%; AmpC inh detg: 8%; AmpC no deterg: 6%; CHX counter: -8; HCMV inh: -29

What do the screens show for `Cc1ccc(-c2cc(C(=O)OCn3nnc4ccccc4c3=O)c3ccccc3n2)cc1`?
Shiga inhibitor: -4; Giardia FBPA inh: -5%; AMA1 RON2 block: 7%; AmpC inh detg: inconclusive; AmpC no deterg: -10%; CHX counter: 1; HCMV inh: 31

How did O=C(CN1CCN(c2ccc(O)cc2)CC1)NC(c1ccccc1)c1ccccc1 do in these assays?
Shiga inhibitor: 15; Giardia FBPA inh: inconclusive; AMA1 RON2 block: 0%; AmpC inh detg: -3%; AmpC no deterg: 9%; CHX counter: -2; HCMV inh: inconclusive

How did O=c1[nH]c2ccccc2nc1NCc1ccccc1 do in these assays?
Shiga inhibitor: 13; Giardia FBPA inh: -4%; AMA1 RON2 block: 3%; AmpC inh detg: inconclusive; AmpC no deterg: -11%; CHX counter: 10; HCMV inh: 27

What do the screens show for `O=C(COC(=O)C1CCN(c2ccc(C(F)(F)F)cn2)CC1)c1ccccc1Cl`?
AMA1 RON2 block: 15%; AmpC inh detg: inconclusive; AmpC no deterg: -28%; HCMV inh: -9

The order is random (roughly 16% active in at least one column).
